# Screening data deposited in PubChem by National Center for Advancing Translational Sciences (NCATS).
# Tb PFK block: qHTS Assay to Find Inhibitors of T. brucei phosphofructokinase; T. brucei PFK, ADP-Glo luminescence; Potency, µM (top dose mostly 57.5 µM), for the others: at the highest dose activity, negative = inhibition, most hits filed as inhibitors; hit rate 0.17% among 330,000;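 note: potency is the fitted concentration of half-maximal effect; 0% = uninhibited 1x PFK enzyme wells and -100% = no-enzyme wells; nearly all actives have a fitted effect of over 60% in size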
#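 Luminescent ADP detection (ADP-Glo, two-step: ATP depletion then ADP-to-ATP conversion for luciferase) reported PFK activity after 45 min room-temperature reaction of 1.25 nM enzyme with 0.5 mM F6P and 0.1 mM ATP at pH 8.0.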
# BCR signal inh: qHTS Assay to Find Inhibitors of Chronic Active B-Cell Receptor Signaling. ABC-DLBCL IkBa-CBG/CBR reporter, luminescence ratio, 4 h. Potency, µM (titrated, usually from 46.1 µM), for inactives: top-dose ratio change, negative = lower green/red ratio, usual class: inhibitors. hit rate 0.05% among 340,000. AID 493014, 2011; active = well fitted inhibition curve with a large enough effect in the signal ratio, with a control signal flat, not every such curve was filed as active; inconclusive = small, poorly fitted or top-dose-only effect, or effect the other way, or a change in a side signal; the % refers to the signal ratio;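 note: potency is the fitted concentration of half-maximal effect; plate controls were basal doxycycline-induced cells for no effect and cells given 10 µM MG132 for full effect; MG132 reads +100%, hits lower the ratio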
#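 Concentration-response series (up to 46 uM) were applied to TMD8 dual-reporter cells for 4 h at 37C with doxycycline. Green/red ratio, after filter-overlap correction, defined %Activity; red signal alone was normalised to basal cells and zero luminescence.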
# MLL CXXC-DNA inh: qHTS Fluorescence Polarization Assay for Inhibitors of MLL CXXC domain - DNA interaction. Histone-lysine N-methyltransferase 2A (Homo sapiens), Q03164. MLL-CXXC / FITC-HOXA9 DNA fluorescence polarization. Potency, µM (series often up to 115 µM), for the others: at the top dose activity change, negative = inhibition, actives largely listed as inhibitors. hit rate 0.037% among 290,000. AID 2662, 2010; active = well fitted inhibition curve with a large enough effect in the polarisation, with a control signal flat, not every such curve was filed as active; inconclusive = small, poorly fitted or top-dose-only effect, or effect the other way, or a change in a side signal; inactive = no such curve, though single readings can be large or run the other way; the % refers to the polarisation; note: potency is the fitted concentration of half-maximal effect
#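 Purified MLL-CXXC (added from a 7 uM solution) was preincubated 5 min at ambient with pinned compounds in 50 mM Tris-HCl pH 7.5, 50 mM NaCl, 1 mM DTT, 0.05% BSA. Fluorescein-labeled HOX-A9 DNA (50 nM solution) followed, 30 min, then polarization read.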
# TCR act: Activators of T cell receptors: qHTS campaign. 330,000 tested, under 10 active. Potency, µM (doses to about 9.22 µM), inactives show top-dose activation of IL-2 secretion, most hits filed as activators. primary human leukocytes, anti-CD3, IL-2 HTRF, 48 h; note: % of control where 0% means no effect
#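 IL-2 produced over 48 hr by a-CD3 bead-stimulated primary human leukocytes exposed to compounds was detected with a homogeneous time-resolved FRET immunoassay, 665nm acceptor signal after 320nm excitation.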
# FBPA coupling cs: qHTS Assay for Inhibitors of Fructose-1,6-bisphosphate Aldolase from Giardia Lamblia: Coupling assay counterscreen. activity change, negative = inhibition, % at 58.2 µM, hits read low. coupling enzyme system counterscreen, AmpLite Red fluorescence. AID 2472, 2010. hit rate 0.67% among 290,000; in the data active = activity change below about -30%; note: % is set by controls: 0 for no effect and ±100 for the full control effect
#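 Compounds tested against the coupling enzymes alone at 57.5 uM final; readout was AmpLite Red fluorescence (525/598 nm) after 20 min at RT.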
# GALK inh: qHTS Assay for Inhibitors of Human Galactokinase (GALK). P51570. Purified GALK, Kinase-Glo residual ATP luminescence. Potency, µM (top dose mostly 57.5 µM), inactives show at the highest dose activity change, negative = inhibition, most hits filed as inhibitors. hit rate 0.007% among 270,000. AID 1868, 2009; note: potency is the fitted concentration of half-maximal effect; % is set by controls: 0 for no effect and ±100 for the full control effect
#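 Luminescence from leftover ATP (Ultra-Glo luciferase/luciferin) served as read-out after a 1 h room-temperature reaction of 5 nM GALK with 35 uM ATP and 100 uM galactose.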
# AT treatment: qHTS Assay for Identifying a Potential Treatment of Ataxia-Telangiectasia; […] A-T fibroblasts, KAP-1 phosphorylation AlphaLISA; neocarzinostatin DNA damage 30 min before lysis; Potency, µM (series often up to 57.5 µM), without a hit: top-dose activation, most hits filed as activators; hit rate 0.19% among 320,000; AID 485349, 2010; note: potency is the fitted concentration of half-maximal effect; % of control where 0% means no effect; nearly all actives have a fitted effect of over 45% in size
#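 hTERT-immortalized A-T patient fibroblasts ([…]), 500 cells/well in OPTI-MEM, 1% FBS, got compounds for 60 min, then NCS for 30 min at 37C. Lysates were then assayed for phospho-KAP-1 by AlphaLISA (anti-pKAP1 donor, anti-KAP1 acceptor beads), 6 hr at 25C.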
# hERG WT inh: qHTS for Inhibitors of KCHN2 3.1: Wildtype qHTS | hit rate 0.37% among 340,000 | activity change, % at 1.84 µM | U2OS, BacMam KCNH2, thallium flux FluxOr; hits give low values | AID 720551, 2013;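 active = maximum activity change below -70%; inconclusive = maximum activity change between -70% and -50%; inactive = maximum activity change above -50%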; note: % is set by controls: 0 for no effect and ±100 for the full control effect
#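 U2OS cells transduced with wild-type KCNH2 virus are loaded with FluxOr dye for 45 min, and thallium flux is measured in kinetic reads before and after stimulation buffer. Rate constants are normalized to DMSO controls.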
# Giardia kill: Small Molecules that selectively kill Giardia lamblia: qHTS. Giardia lamblia trophozoite viability. activity change, % at 7.66 µM, hits read low. hit rate 0.15% among 340,000; in the data active = activity change below about -80%; inconclusive = between about -30% and that limit;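 note: parasites exposed to compound for two days anaerobically before the ATP read; % is set by controls: 0 for no effect and ±100 for the full control effect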
#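 Media and compound were dispensed first, then trophozoites at 100 cells/well; plates sat 48 hrs at 37 deg C without oxygen before ATP luminescence reagent was added and read after 15-30 min at room temperature.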
# TSHR antagonist: Antagonists of the Thyroid Stimulating Hormone Receptor: HTS campaign; Thyrotropin receptor (Homo sapiens), P16473; TSHR-expressing cells, TSH-stimulated cAMP HTRF, 2 h; hits give low values; activity change, negative = inhibition, % at 11.5 µM; hit rate 0.2% among 330,000; AID 504810, 2011;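 active = activity change below a set negative limit, meaning inhibition stronger than a set level, cut at about -70% in these data; inconclusive = activity change between two set negative limits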; note: % is set by controls: 0 for no effect and ±100 for the full control effect
#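 Inhibition of cAMP made by TSHR-expressing cells under TSH stimulation (4nM final, EC80; 2 h, 37 deg C) is quantified with a one-step lysis HTRF kit, anti-cAMP cryptate versus cAMP-d2.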
# Active calls of the source: *; ? = inconclusive; . = not tested or not shown; [ ] = another dose, or the depositor's remark. Unless noted, calls come from the whole dose curve; as a rule, active = well fitted curve in the direction sought with a large enough effect; inconclusive = small, poorly fitted or top-dose-only effect, or another doubt; inactive = no such curve, though single readings can be large; an effect the other way counts as inactive or inconclusive.
# Screens in order – Tb PFK block, MLL CXXC-DNA inh, BCR signal inh, TCR act, Giardia kill, GALK inh, FBPA coupling cs, hERG WT inh, TSHR antagonist, AT treatment
> CCCC[C@H]1COCCS(=O)(=O)N1Cc1cccc(F)c1
    0%, -3%, -2%, 4%, -25, ., 1, -14, -3, 9%
> O=C(N/N=C1\C2CN3CCN(C2)CC1(c1ccccc1)C3)Nc1ccccc1
    -1%, 3%, 2%, -2%, -2, -1%, 0, -1, 3, -18%
> COc1ccc(-c2nc(SC(CC(=O)NCc3ccccc3)c3ccc(OC)c(OC)c3)n[nH]2)cc1 (stereo not drawn)
    9%, -7%, ?, -7%[46.1 µM], -15, 0%, 3, ., -5, -2%
> COc1ccc(CC(=O)NCc2nc(-c3ccccc3)no2)cc1
    0%, -9%, -1%, 1%, 27, -1%, 3, 1, -1, 6%
> Cc1cc(C(C)(C)C)oc1C(=O)N(CC(=O)NC1CCCC1)c1ccc(F)cc1
    -5%, -2%, -1%, -5%, 0, 1%, 7, -1, -17, -5%
> Cn1ncc2c(NNC(=O)c3ccc(O)cc3)ncnc21
    2%, 8%, ?, -7%, 15, -2%, 2, ., 6, 0%
> COc1ccc([N+](=O)[O-])c(OC)c1C(=O)NC(=O)Nc1c(C)cccc1C
    1%, ?, -3%, 2%, -13, 4%, 4, -9, 1, -14%
> CCO[C@@H]1OC(C(=O)N2CCN(Cc3ccc4c(c3)OCO4)CC2)=C[C@H](C)[C@H]1CCCO
    3%, ?, 9%, -2%, 3, 3%, 0, -9, 3, -2%
> COc1ccccc1NC(=O)CN1CCC(C(=O)c2ccc(F)cc2)CC1
    -5%, 0%, 3%, ., 6, ., 0, 0, 2, 8%
> O=C(N=C1SC2CS(=O)(=O)CC2N1c1ccc(Cl)cc1Cl)C1CC1 (stereo not drawn)
    11%, 7%, -3%, 1%, 23, -1%, 2, 4, -3, 0%
> COc1cccc(NC(=O)c2nc3nc(C)cc(C(F)F)n3n2)c1
    -10%, -2%, -29%, 0%, -4, -1%, 3, -1, -3, 6%
> CCCN(CC(=O)Nc1ccccc1OC)C(=O)CCC(=O)c1ccc(OCC)cc1
    -2%, ., -1%, ., 11, ., ., 15, -3, 1%
> CC1=CS(=O)(=O)CC1Sc1ncn[nH]1 (stereo not drawn)
    0%, 9%, -1%, -6%[46.1 µM], -10, 0%, 2, 0, -2, -6%
> CCC(C)Sc1ccc([C@H]2N[C@@](C)(C(=O)OC)[C@H]3C(=O)N(C)C(=O)[C@@H]23)cc1 (stereo partly drawn)
    0%, ., -1%, -3%, -16, ., ., -2, -6, 2%
> O=C(O)c1ccc2c(c1)OCCO2
    2%, 7%, ?, -7%, -2, -2%, 5, -14, -8, 0%
> Nc1[nH]c(=O)[nH]c(=O)c1N=Nc1ccc(C(=O)O)cc1
    -29%, 12%, 4%, 0%, 6, ., 4, -9, -7, 6%
> COc1ccc(NC(=O)c2sccc2-n2cccc2)cc1
    -1%, 0%, -9%, -1%, -12, 2%, 1, -6, -1, 1%
> CCOc1ccc(N(C(=O)c2snc(C(N)=O)c2N)C(C(=O)NC2CCCC2)c2ccncc2)cc1 (stereo not drawn)
    3%, -2%, -14%, 9%, 2, -2%, 1, -1, 10, 6%
> COc1cc(/C=N/NC(=O)C(=O)NCC2CCCO2)ccc1O (stereo not drawn)
    -2%, 7%, -1%, 1%[46.1 µM], -2, 2%, 3, 4, 2, -3%
> O=C(/C=C/c1c(F)cccc1Cl)c1ccc(F)cc1
    3%, -4%, ?, 1%, 1, 4%, 0, 3, 29, ?
> O=C(O)c1ccccc1Nc1ccc(OC(F)F)cc1
    0%, -21%, 12%, -3%, -3, 2%, 14, 20, -15, 6%
> CCOC(=O)N1CCN(C(=O)c2cccc(N3C(=O)NC4CC3(C)Oc3ccccc34)c2)CC1 (stereo not drawn)
    -4%, 13%, -1%, 2%, -1, 2%, ., 0, 8, 11%
> CCn1nc([N+](=O)[O-])c2c(-c3nc4ccccc4o3)c(N)n(CCCOC)c2c1=O
    2%, -1%, ?, -11%, -14, -1%, 0, -5, -2, -3%
> Cn1cc(CC(=O)NCCCN2CCCC2)c2ccccc21
    -4%, 17%, 6%, 2%, -20, 4%, -1, -6, 2, .
> NC(=O)c1ccc(N2CCN(c3ccccc3O)CC2)c([N+](=O)[O-])c1
    -7%, 0%, -1%, 0%, -6, 10%, 1, 0, -8, 1%
> O=C(N/N=C/c1c[nH]c2ccc(Br)cc12)c1ccncc1
    0%, 4%, ?, 1%[46.1 µM], -2, 0%, -1, 3, 0, -3%
> CCC(C)NC(=O)C(Cc1ccccc1)NS(=O)(=O)c1cccc2nsnc12 (stereo not drawn)
    -4%, 4%, 0%, 1%, -16, 0%, 3, -5, -8, 6%
> CC(=O)Nc1sc2c(c1C#N)CCCC2
    ., 1%, ., 15%, -12, 5%, 0, 3, ., .
> S=C(NCc1ccncc1)Nc1ccc(Cl)cc1Cl
    -5%, 37%[activator], 2%, 6%, -3, 1%, 1, -4, 10, -4%
> COc1ccc(CCNC(=S)Nc2ccc(S(=O)(=O)Nc3ncccn3)cc2)cc1OC
    3%, ?, 2%, 11%, -6, -5%, 6, 1, 34, 8%

# In the list so far, these have a Cl atom:
# Screens in order – Tb PFK block, MLL CXXC-DNA inh, BCR signal inh, TCR act, Giardia kill, GALK inh, FBPA coupling cs, hERG WT inh, TSHR antagonist, AT treatment
> O=C(N=C1SC2CS(=O)(=O)CC2N1c1ccc(Cl)cc1Cl)C1CC1 (stereo not drawn)
    11%, 7%, -3%, 1%, 23, -1%, 2, 4, -3, 0%
> O=C(/C=C/c1c(F)cccc1Cl)c1ccc(F)cc1
    3%, -4%, ?, 1%, 1, 4%, 0, 3, 29, ?
> S=C(NCc1ccncc1)Nc1ccc(Cl)cc1Cl
    -5%, 37%[activator], 2%, 6%, -3, 1%, 1, -4, 10, -4%

# (cont.)
# Screens in order – Tb PFK block, MLL CXXC-DNA inh, BCR signal inh, TCR act, Giardia kill, GALK inh, FBPA coupling cs, hERG WT inh, TSHR antagonist, AT treatment
> Cc1cc(C(=O)OCc2nc3ccccc3s2)c(C)o1
    ., -2%, ., 2%, 13, 1%, 1, 2, ., .
> Cc1ccc(S(=O)(=O)N2CCCC2C(=O)N(C)Cc2cccs2)cc1 (stereo not drawn)
    0%, 3%, 3%, -5%, -4, -1%, -1, 9, -43, 4%
> CCN(C(=O)c1cccc(S(=O)(=O)N2CCc3ccccc32)c1)C1CCS(=O)(=O)C1 (stereo not drawn)
    -5%, ., 1%, 2%, -14, ., ., -13, -8, 1%
> NC(=O)CC[C@@H]1NC(=O)[C@@H]2CCCN2C(=O)c2cc([N+](=O)[O-])cc(I)c2NCCC[C@@H](C(=O)NC(CC(=O)O)C(N)=O)NC1=O (stereo partly drawn)
    -1%, 1%, 1%, -4%, -14, ., -1, ., -2, 5%
> COc1ccc2nc(/N=C(\N)NC(=O)Nc3ccccc3)nc(C)c2c1
    6%, 16%, ?, -1%[46.1 µM], 13, 0%, 0, 2, -5, -2%
> CCN1CCN(C(=S)c2ccc(Br)cc2)CC1
    ?, -5%, ?, ., 3, 1%, ., 12, -3, 1%
> CCOC(=O)C1(Cc2cccc(F)c2)CCN(Cc2c(C)nn(CC)c2C)CC1
    -2%, -13%, 5%, -1%, 7, 5%, -1, 5, -1, 23%
> COc1cc2c(cc1OC)CN(S(=O)(=O)c1ccccc1F)CC2
    0%, 8%, ?, -2%, -2, -2%, -2, 12, 9, -1%
> COc1ccc(S(=O)(=O)NC(C)C(=O)NC2CC2)cc1C (stereo not drawn)
    -5%, -7%, -1%, 1%, -18, -2%, ., -1, 12, 4%
> O=C(CSc1n[nH]c(=O)n1C1CC1)Nc1ccccc1
    -4%, -3%, -14%, -10%, -1, 4%, ., -6, 11, 0%
> O=C(CCc1c[nH]c2ccccc12)NCC(=O)Nc1ccc(F)c(F)c1F
    -7%, -3%, 0%, 1%, -19, -2%, -2, 2, 1, 3%
> CCC(C)NC(=O)C1CCC(=O)N1Cc1ccc(C)cc1 (stereo not drawn)
    -1%, 15%, 1%, 0%, -8, -1%, 3, 13, 2, 7%
